ASAP1 GAP inh: inhibitors of human ASAP1 ArfGAP activity, primary screen, biochemical, fluorescence polarization; inhibition, % at 16.5 µM; ASAP1-stimulated ARF1 GTP hydrolysis, GDP FP detection; 0.19% of 360,000 active; in the data active = inhibition above about 25%;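 also: 0% = vehicle with enzyme and substrate and 100% = no enzyme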
ARFGAP1 inhibitor: inhibitors of rat ARFGAP1 GAP activity, primary screen, biochemical, fluorescence polarization, GDP tracer; ADP-ribosylation factor GTPase-activating protein 1 (Rattus norvegicus), Q62848; Arfgap1-stimulated ARF1 GTP hydrolysis, GDP FP detection; inhibition, % at 16.5 µM; 0.26% of 360,000 active; AID 651572, 2012;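 active = inhibition above a per-plate limit, mean inhibition of low control wells plus 3 SD, cut at about 25% in these data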;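 also: 0% = DMSO wells with enzyme and 100% = wells lacking Arfgap1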
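Material – truncated rat Arfgap1 GAP domain · Buffer or medium – HEPES-based buffer, pH 7.5 · Reagent – human ARF1(Δ1-17)-GTP substrate · Dosing – 16.5 µM single point, 1.26% DMSO · Schedule – GTP hydrolysis reaction 2 h at 25 °C · Technique – GDP detection by fluorescence polarization · Benchmarks – No-Arfgap1 wells (100%) versus DMSO full-reaction wells (0%) · Repeats – single replicate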
PG9 Ab binder: binders of HIV-1 gp120 antibody PG9, primary screen, biochemical, TR-FRET. HIV-1 gp120 / PG9 antibody interaction. TR-FRET gp120-PG9 antibody binding. inhibition, % at 6.7 µM. 0.43% of 360,000 active. AID 624416, 2012; in the data active = inhibition above about 8.5%
Rev-erbA mod: modulators of Rev-erb alpha DNA binding, primary screen, biochemical, FITC-DNA, fluorescence polarization, uHTS. Nuclear receptor subfamily 1 group D member 1 (Homo sapiens), P20393. Rev-erbα–FITC-DNA binding, 90 min. activity, % at 10 µM. 0.79% of 370,000 active;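 active = activity above about 14%, limit read from the data; passing the limit was not always enough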;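 also: 0% = DMSO wells with 35 nM protein and 100% = DMSO wells with 750 nM protein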
GC-B act: human GC-B receptor activators, primary screen, HEK293 GC-B cells, cGMP TR-FRET, EC30 CNP; Atrial natriuretic peptide receptor 2 (Homo sapiens), P20594; 0% at EC30 CNP, 100% saturating CNP; activation, % at 10 µM; 0.11% of 370,000 active; AID 1920062, 2024;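 active = activation at 10 µM reaching about 35% in either raw or pattern-adjusted values, limit read from the data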
Target sequence (P20594 whole entry, looked up): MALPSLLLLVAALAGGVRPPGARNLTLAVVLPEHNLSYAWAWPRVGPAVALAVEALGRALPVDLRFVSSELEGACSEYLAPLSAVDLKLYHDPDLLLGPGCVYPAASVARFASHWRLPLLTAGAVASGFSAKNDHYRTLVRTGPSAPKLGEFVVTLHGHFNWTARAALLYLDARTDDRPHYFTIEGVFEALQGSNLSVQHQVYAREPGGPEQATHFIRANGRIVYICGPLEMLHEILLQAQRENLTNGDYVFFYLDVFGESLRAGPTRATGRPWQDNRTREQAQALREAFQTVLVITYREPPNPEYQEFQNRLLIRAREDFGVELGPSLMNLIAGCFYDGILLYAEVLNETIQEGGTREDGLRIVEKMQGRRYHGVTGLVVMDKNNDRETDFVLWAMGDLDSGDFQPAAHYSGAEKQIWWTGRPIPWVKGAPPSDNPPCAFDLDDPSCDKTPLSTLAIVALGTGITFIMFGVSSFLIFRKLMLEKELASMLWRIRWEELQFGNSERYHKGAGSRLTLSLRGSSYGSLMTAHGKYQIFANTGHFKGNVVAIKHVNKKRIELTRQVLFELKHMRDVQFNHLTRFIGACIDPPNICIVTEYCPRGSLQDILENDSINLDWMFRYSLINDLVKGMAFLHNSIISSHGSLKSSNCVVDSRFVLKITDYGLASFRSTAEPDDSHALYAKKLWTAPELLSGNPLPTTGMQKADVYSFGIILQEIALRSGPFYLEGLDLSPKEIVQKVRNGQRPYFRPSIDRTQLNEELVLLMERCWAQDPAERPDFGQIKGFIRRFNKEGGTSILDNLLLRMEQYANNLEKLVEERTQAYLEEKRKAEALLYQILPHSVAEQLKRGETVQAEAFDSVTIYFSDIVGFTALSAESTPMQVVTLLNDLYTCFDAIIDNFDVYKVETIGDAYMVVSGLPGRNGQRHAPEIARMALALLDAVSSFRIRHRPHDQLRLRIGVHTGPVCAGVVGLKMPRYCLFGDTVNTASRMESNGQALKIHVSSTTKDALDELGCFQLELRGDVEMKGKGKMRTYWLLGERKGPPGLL
NPR1 activator: GC-A stimulated cGMP production enhancers – HEK293 GC-A cells, cGMP TR-FRET, EC30 ANP, primary screen; Atrial natriuretic peptide receptor 1 (Homo sapiens), P16066; 0% at EC30 ANP, 100% saturating ANP; activation, % at 10 µM; 0.14% of 370,000 active; AID 1671463, 2021; in the data active = activation above about 40%
rCAG RNA binder: binders of r(CAG) RNA repeats, primary screen, biochemical, fluorescence. r(CAG) RNA repeat, TO-PRO-1 dye displacement fluorescence. inhibition, % at 3 µM. 1.3% of 370,000 active;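 active = inhibition above the plate cutoff, the mean of all test compounds on that plate plus 3 SD, cut at about 35% in these data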;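 also: 0% = DMSO alone and 100% = 100 µM mitoxantrone as full dye displacement; higher means more dye released from RNA so lower well fluorescence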
ABHD4 inh: ABHD4 inhibitors, primary screen, biochemical, fluorescence polarization, mouse | inhibition, % at 8.92 µM | 0.54% of 370,000 active | (Lyso)-N-acylphosphatidylethanolamine lipase (Mus musculus), Q8VD66 | purified mABHD4, FP-Rh probe fluorescence polarization;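 active = inhibition exceeding the mean over every tested compound plus 3 SD, cut at about 30% in these data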;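 also: 0% = plate median of compound wells and 100% = S159A mutant with DMSO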
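System: mouse ABHD4 enzyme, wild type / Medium: HEPES pH 7.0, NaCl, Pluronic buffer / Reagent: FP-Rh activity-based fluorescent probe / Control set: S159A mutant high control, sample median low control / Detection: fluorescence polarization with parallel and perpendicular emission, 525/598 nm / Schedule: 45 min + 60 min at 25 °C / Compound dosing: 8.92 µM, single dose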
HTRA1 inh: HTRA1 serine protease inhibitors, primary screen, biochemical, fluorescence polarization, HTS | Q92743 | recombinant HTRA1, FP-rhodamine activity-based probe | inhibition, % at 5.96 µM | 0.5% of 340,000 active; in the data active = inhibition above about 36%;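 also: 0% = enzyme with DMSO and 100% = wells lacking enzyme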
SMARCA2 activ: SMARCA2 (BRM) function activators, primary screen, cell-based, luminescence, high throughput | activation, % at 9.1 µM | 1% of 370,000 active | MG213 cells, MMTV-luciferase reporter, dexamethasone, overnight; in the data active = activation above about 7.8%;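 also: 0% = vehicle wells and 100% = reference activator wells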
* marks the source's active call; other numbers are inactive results; nt = not tested or not shown.

SMILES	ASAP1 GAP inh	ARFGAP1 inhibitor	PG9 Ab binder	Rev-erbA mod	GC-B act	NPR1 activator	rCAG RNA binder	ABHD4 inh	HTRA1 inh	SMARCA2 activ
Cc1ncc([N+](=O)[O-])n1CCOC(=O)c1ccc(Br)cc1	-20	-4	1.5	6	-3	-7	-6	4	-7	1
Cc1sc2ncnc(SCC(=O)Nc3cccc(S(N)(=O)=O)c3)c2c1C	-1	27*	0.3	6	1	-7	6	-2	-12	-1
CC1(C)OC(=O)C2=C(CC(CCc3ccccc3)OC2c2ccc(Cl)cc2)O1 (configuration not stated)	1	-1	1.1	7	-3	3	3	-10	nt	4
COCCN(C(=O)COC(=O)c1nc(Cl)ccc1Cl)c1c(N)n(Cc2ccccc2)c(=O)[nH]c1=O	-1	1	1.2	-7	4	3	-2	-1	-4	0
CC1NC(=O)c2cc3ccccc3cc2-n2c1nc1ccc(F)cc1c2=O (configuration not stated)	-2	-7	1.4	5	3	11	1	-2	-4	7
O=C(/C=C/c1ccccc1[N+](=O)[O-])OCC(=O)N1CCCC1	-2	7	-0.7	-3	-1	-2	0	-8	2	-2
COC(=O)c1oc(-c2ccc(Cl)cc2)nc1C	10	7	-1.1	1	0	4	-3	3	1	0
CCOC(=O)C1CCCN(C(=O)c2ccc3c(c2)N(Cc2ccccc2)C(=O)c2ccccc2S3=O)C1 (configuration not stated)	3	-3	-0.8	-6	-4	0	0	-1	-1	-2
Nc1nc(Nc2ccc(Cl)cc2Cl)nc(C(F)(F)F)n1	3	4	1.4	0	-1	5	-2	-4	-17	5
CCN1C(=O)[C@H]2[C@@H](c3ccc(C)cc3)N[C@]3(CCCN(Cc4ccccc4)C3=O)[C@H]2C1=O	1	7	1.3	0	-2	0	-1	0	0	-2
Cc1occc1-c1nnc(SCC(=O)N2CCOCC2)n1Cc1ccco1	4	9	-0.6	0	13	9	-2	2	6	-1
Cn1cc(/C=C2\SC(=S)N(NC(=O)c3ccccc3)C2=O)c2ccccc21	8	-15	-1.4	7	1	4	4	-18	0	-4
COC(=O)CSc1ncccc1-c1nc2ccccc2[nH]1	8	-3	-0.9	-5	-4	-2	5	4	-2	-2
CCOC(=O)C(NC(=O)CC)(Nc1ccccc1)C(F)(F)F (configuration not stated)	10	-4	-1.4	2	-2	2	3	0	4	-3
Cc1ccccc1Cn1c(C)nc2ccccc21	-1	-10	-0.3	5	0	6	-4	-3	6	-4
CC1CCC(NC(=O)c2cc(S(=O)(=O)N(C)C)ccc2N2CCCC2)CC1 (configuration not stated)	0	1	-1.7	3	1	-4	-5	7	-1	-1
O=C(Nc1ccccn1)c1ccc(Cl)s1	2	8	0.1	1	-1	11	-3	-2	0	4
CCn1nnc(-c2ccccc2NC(=O)c2cnccn2)n1	0	8	-0.3	-1	7	8	-1	3	2	-2
Cc1occc1-c1nnc(SCC(=O)c2c[nH]c3ccccc23)n1C	-4	4	-1.7	5	4	-4	5	-14	-5	-2
CN1CCN(CC(=O)Nc2cccc([N+](=O)[O-])c2)CC1	-2	0	-0.9	2	6	-2	0	-6	-7	-2
COc1ccccc1N1CCN(C(c2cccs2)C(C)NC(=O)c2ccncc2)CC1 (configuration not stated)	0	9	-1.0	-7	2	3	6	-7	-4	-5
COCCNC(=O)CCC(=O)NNc1nc2ccccc2c2nc(C)nn12	-13	4	0.2	0	-3	1	0	0	0	1
CCc1nc(SCC(=O)Nc2ccc(Br)cn2)n[nH]1	-3	0	0.7	-2	-4	6	-4	6	1	0
CCn1c(SCC(N)=O)nnc1-c1ccc2c(c1)OCO2	-9	-4	0.3	-7	-3	4	0	6	-6	1
CCNC(=S)N1CCN(c2ccc([N+](=O)[O-])cc2)CC1	1	14	-2.0	6	0	-2	2	12	5	0
CC(=O)OCC1=C(C(=O)O)N2C(=O)C(NC(=O)Cn3nc(C(F)F)c(Cl)c3C)C2SC1 (configuration not stated)	8	-7	-0.4	-1	2	2	16	5	-19	0
O=C(CN1C(=O)COc2ccc(S(=O)(=O)N3CCCC3)cc21)Nc1cccc(F)c1	2	-4	1.1	4	3	-2	4	-5	-4	5
Cc1c(Cl)cccc1Nc1nc(N)nc(CSc2ncccn2)n1	8	-1	-1.0	-3	0	4	-1	0	2	2
Cc1ccc(S(=O)(=O)NCCC(=O)Nc2nnc(C)s2)cc1	-3	9	-0.3	1	-1	3	6	-6	-1	-1
COc1cccc(S(=O)(=O)NCC(=O)Nc2ccc(C(C)(C)C)cc2)c1	1	-14	0.3	5	1	0	-3	-11	-17	-4
CCn1nccc1C(=O)Nc1ccc(Cl)cc1Cl	7	-3	-1.5	-1	-1	2	-3	0	-10	1
CCOc1ccc(C=NCC(O)c2ccccc2)cc1 (configuration not stated)	2	1	0.2	-3	2	8	3	2	8	-1
CC(Cc1c[nH]c2ccccc12)C(=O)O (configuration not stated)	0	3	-1.2	-2	-7	1	1	-1	-7	1
COc1ccc(C(=O)NC2CCCc3ccccc32)cc1OC1CCN(C(C)=O)CC1 (configuration not stated)	2	-4	-1.1	-6	-3	3	-3	3	2	0
CC(=O)N[C@H](Cc1c[nH]c2ccccc12)C(=O)O	-20	-9	-2.1	-3	2	2	1	12	7	1
CC1CCN(C2CCN(S(=O)(=O)c3ccc(F)cc3)CC2)CC1	-5	-3	0.0	-7	2	-3	0	11	2	-1
O=C(Nc1ccc2c(c1)OCO2)c1cc(C2CCCCN2C(=O)c2ccc(Cl)cc2)on1 (configuration not stated)	-11	2	0.1	-2	1	2	6	-5	nt	-4
COc1ccc(Cl)cc1C(=O)Nc1ccccc1N1CCN(C(=O)C(C)C)CC1	-2	0	-0.7	7	-1	-9	-2	-4	-8	-5
COc1ccc(OC)c(S(=O)(=O)NCc2cccnc2)c1	2	-2	0.2	3	2	0	0	2	-3	-3
O=C(O)C1C2CCC(O2)C1C(=O)Nc1ccccc1Br (configuration not stated)	-13	5	1.5	-5	6	4	-2	2	8	-1

Entries of single compounds, quoted from the list. Values in the order: ASAP1 GAP inh, ARFGAP1 inhibitor, PG9 Ab binder, Rev-erbA mod, GC-B act, NPR1 activator, rCAG RNA binder, ABHD4 inh, HTRA1 inh, SMARCA2 activ
O=C(Nc1ccc2c(c1)OCO2)c1cc(C2CCCCN2C(=O)c2ccc(Cl)cc2)on1 (configuration not stated) is entered as -11, 2, 0.1, -2, 1, 2, 6, -5, nt, -4
COc1ccc(Cl)cc1C(=O)Nc1ccccc1N1CCN(C(=O)C(C)C)CC1 is entered as -2, 0, -0.7, 7, -1, -9, -2, -4, -8, -5
CC1CCN(C2CCN(S(=O)(=O)c3ccc(F)cc3)CC2)CC1 is entered as -5, -3, 0.0, -7, 2, -3, 0, 11, 2, -1
COc1ccc(C(=O)NC2CCCc3ccccc32)cc1OC1CCN(C(C)=O)CC1 (configuration not stated) is entered as 2, -4, -1.1, -6, -3, 3, -3, 3, 2, 0
COc1ccc(OC)c(S(=O)(=O)NCc2cccnc2)c1 is entered as 2, -2, 0.2, 3, 2, 0, 0, 2, -3, -3

Following part:
SMILES	ASAP1 GAP inh	ARFGAP1 inhibitor	PG9 Ab binder	Rev-erbA mod	GC-B act	NPR1 activator	rCAG RNA binder	ABHD4 inh	HTRA1 inh	SMARCA2 activ
CCc1cc2c(=O)c(-c3nc4ccccc4[nH]3)coc2c(CN2CCCCC2C)c1O (configuration not stated)	4	18	1.8	-2	2	9	16	11	-9	0
O=C(Nc1cc(C(F)(F)F)ccc1N1CCOCC1)c1ccc(F)cc1	-12	9	-0.1	5	-1	9	-2	3	-8	1
Cn1c(CNC(=O)c2ccccc2F)nnc1SCC(=O)Nc1nnc(C2CC2)s1	-1	1	0.8	-7	0	-2	-2	2	13	-2
COc1ccccc1NC(=S)NNC(=O)c1ccc(Cl)cc1Cl	-7	-3	-0.6	-5	0	-1	31	13	1	4
COc1ccc(C2=CC(=O)CCC2)cc1	3	8	-1.4	-2	2	-2	3	-3	-4	1
COc1cccc(CN(C)CC(=O)Nc2cccc(C(F)(F)F)c2)c1OC	8	-9	0.6	3	-4	0	-8	-4	-5	-5
O=C(NC(=S)Nc1cccc2c(O)cccc12)c1ccccc1[N+](=O)[O-]	14	1	-4.5	5	-1	-9	39*	48*	8	-2
Cc1ccc(-c2csc3ncnc(SCC(N)=O)c23)cc1	-2	-7	-0.5	0	-15	-5	0	3	-7	-1
COC(=O)c1ccc(CSc2nnc(-c3ccncc3)o2)cc1	-5	-4	0.3	0	1	1	-5	-7	-6	-2
CCn1c(SCc2cccc(OC)c2)nc2ccccc2c1=O	4	3	-1.4	14	2	-8	-2	-4	-25	1

Next section; it opens with the 2 that closed the last part.
SMILES	ASAP1 GAP inh	ARFGAP1 inhibitor	PG9 Ab binder	Rev-erbA mod	GC-B act	NPR1 activator	rCAG RNA binder	ABHD4 inh	HTRA1 inh	SMARCA2 activ
COC(=O)c1ccc(CSc2nnc(-c3ccncc3)o2)cc1	-5	-4	0.3	0	1	1	-5	-7	-6	-2
CCn1c(SCc2cccc(OC)c2)nc2ccccc2c1=O	4	3	-1.4	14	2	-8	-2	-4	-25	1
Cc1nn(-c2ccccc2)c(C)c1/C=C/C(=O)OCC(=O)N(C)C1CCS(=O)(=O)C1 (configuration not stated)	7	13	-1.3	-4	1	1	-5	-7	0	-5
COc1cccc(CN2CCN(C3CCN(c4cccc(C)c4C)CC3)CC2CCO)c1 (configuration not stated)	-6	5	-1.3	1	-3	-7	-7	2	-4	-4
CCCCc1cc(=O)oc2cc(OC(C)C(=O)NCCN3CCOCC3)ccc12 (configuration not stated)	-2	1	1.6	-9	-1	1	1	0	8	4
O=C1CCC([N+](=O)[O-])C(c2cccc(Br)c2)N1 (configuration not stated)	2	8	1.5	10	1	1	-2	2	-3	-2
Cc1cc(C)n2nc(N)c(N=Nc3ccccc3)c2n1	-3	-1	-4.1	3	-15	5	-1	2	-5	2
CSc1ccccc1NC(=O)C(=O)c1c[nH]c2ccccc12	21	13	-0.2	-5	-3	-5	18	-66	-72	3
COCCCN(C(=O)Nc1ccc(C)c(C)c1)C(C)c1ccccn1 (configuration not stated)	-2	6	-1.6	-3	2	-5	-1	-6	-6	2
Cc1cc(C(=O)COc2ccccc2Cl)c(C)n1C1CC1	-8	-1	-2.1	5	-1	-4	-2	-4	-1	-1
Cc1ccc(Nc2ncnc3c2nnn3Cc2ccccc2)cc1	0	10	0.6	-1	1	6	3	-5	nt	-1
O=C(O)COc1ccccc1C(Nc1ccccn1)c1cc(Cl)c2cccnc2c1O (configuration not stated)	-9	6	-2.5	-2	0	3	30	33*	74*	0
